Mtb BioA inh: inhibitors of Mycobacterium tuberculosis BioA enzyme; purified M. tuberculosis BioA enzyme, plate reader; inhibition, % at 9.99 µM; 0.096% of 360,000 active; in the data active means inhibition above about 40%
Numbers without * were called inactive. Some of the compounds tested (hit frequency here may not be typical).

structure	Mtb BioA inh
Cc1noc(C)c1S(=O)(=O)Nc1ccc2c(c1)C(=O)N([C@H](C)CO)C[C@@H](C)[C@H](CN(C)CC1CCCCC1)OCCCC[C@H](C)O2	0.6
COc1ccc(S(=O)(=O)N2C[C@@H](O)COC[C@@H]3O[C@@H](CC(=O)N(C)C)CC[C@H]32)cc1	-0.6
C[C@@H]1CN([C@H](C)CO)C(=O)c2cc(NC(=O)CCC(F)(F)F)ccc2O[C@H]1CN(C)Cc1ccc(C(F)(F)F)cc1	3.2
CC(C)NC(=O)Nc1ccc2c(c1)C(=O)N([C@H](C)CO)C[C@@H](C)[C@H](CN(C)Cc1ccc(Cl)c(Cl)c1)OCCCC[C@@H](C)O2	0.2
C[C@H](CO)N1C[C@H](C)[C@@H](CN(C)C(=O)Nc2cccc3ccccc23)Oc2ccc(N(C)C)cc2C1=O	0.0
COc1ccc(CN(C)C[C@@H]2Oc3ccc(NC(=O)NC(C)C)cc3C(=O)N([C@H](C)CO)C[C@H]2C)cc1	0.1
CC(=O)N1[C@@H]2c3ccc(C4=CCCC4)c(=O)n3C[C@@H]2[C@@H](CO)[C@@H]1C(=O)Nc1ccccc1	-1.4
COc1ccc(NC(=O)N(C)C[C@H]2OCCCC[C@@H](C)Oc3ccc(NC(=O)Nc4c(C)noc4C)cc3C(=O)N([C@@H](C)CO)C[C@H]2C)cc1	0.5
COc1ccccc1C(=O)Nc1ccc2c(c1)C(=O)N(C)[C@H]1CC[C@@H](CC(=O)NCc3ccc(Cl)c(Cl)c3)O[C@@H]1CO2	-1.0
C[C@@H]1CN([C@@H](C)CO)C(=O)Cc2cc(NC(=O)Cc3cn(C)c4ccccc34)ccc2O[C@@H]1CN(C)Cc1ccc2c(c1)OCO2	-1.8
COc1cccc(-c2ccc([C@H]3[C@H](CO)N4CCCCN(C(=O)c5ccc6c(c5)OCO6)C[C@@H]34)cc2)c1	1.9
C[C@@H]1CCCCO[C@H](CN(C)Cc2ccccc2)[C@@H](C)CN([C@H](C)CO)C(=O)c2cc(NC(=O)CCC(F)(F)F)ccc2O1	-0.2
Cc1noc(C)c1NC(=O)N[C@H]1CC[C@H](CCNC(=O)C2CCC2)O[C@@H]1CO	-1.8
COc1ccc(S(=O)(=O)Nc2ccc3c(c2)[C@@H]2C[C@@H](CC(=O)O)O[C@H](CO)[C@@H]2O3)cc1	0.2
C[C@@H]1CCCCO[C@@H](CN(C)S(=O)(=O)c2ccc(Cl)cc2)[C@@H](C)CN([C@H](C)CO)C(=O)c2cc(NS(=O)(=O)c3ccc(Cl)cc3)ccc2O1	-0.6

(more compounds)
structure	Mtb BioA inh
CN1[C@@H]2c3ccc(-c4ccncc4)c(=O)n3C[C@H]1[C@H](CO)[C@H]2C(=O)Nc1nccs1	-3.1
C[C@@H]1CCCCO[C@@H](CN(C)Cc2ccc(C(=O)O)cc2)[C@H](C)CN([C@@H](C)CO)C(=O)c2cc(NC(=O)Nc3cccc4ccccc34)ccc2O1	-4.4
CCCNC(=O)N[C@@H]1C=C[C@@H](CC(=O)N2CCN(C)CC2)O[C@H]1CO	-0.3
COCCNC(=O)C[C@@H]1C[C@H]2c3cc(NC(=O)C4CCC4)ccc3O[C@H]2[C@H](CO)O1	-1.3
O=C(C[C@@H]1CC[C@H]2[C@@H](COC[C@@H](O)CN2Cc2cccc(Cl)c2)O1)N1CCCCC1	-0.8
O=S(=O)(c1ccc(F)cc1)N1CCCCN2[C@H](CO)[C@H](c3ccc(C#CC4CC4)cc3)[C@@H]2C1	2.6
CC(=O)N(C)C[C@H]1Oc2ncc(C#CC3(O)CCCC3)cc2C(=O)N([C@H](C)CO)C[C@H]1C	-2.3
CC(=O)N(C)C[C@@H]1[C@@H](c2ccccc2)[C@H](CO)N1C(=O)C1CC1	0.3
C[C@H](CO)N1C[C@H](C)[C@@H](CN(C)Cc2ccc(Oc3ccccc3)cc2)Oc2c(NS(C)(=O)=O)cccc2C1=O	-2.5
COc1ccc(S(=O)(=O)Nc2ccc3c(c2)C(=O)N([C@H](C)CO)C[C@H](C)[C@@H](CN(C)C(=O)c2ccccc2)OCCCC[C@H](C)O3)cc1	-0.8
COc1cccc(C(=O)Nc2ccc3c(c2)C(=O)N(C)C[C@@H](OC)[C@H](C)CN(CCc2ccccc2)[C@H](C)CO3)c1	-1.8
O=C(C[C@@H]1CC[C@H]2[C@@H](COC[C@@H](O)CN2CCc2ccccc2)O1)N1CCC(Cc2ccccc2)CC1	-0.3
CO[C@@H]1CN(C)C(=O)c2cc(NC(=O)NC3CCCCC3)ccc2OC[C@H](C)N(C(C)=O)C[C@@H]1C	-0.9
C[C@@H]1CN([C@@H](C)CO)C(=O)CCCn2nncc2CO[C@@H]1CN(C)Cc1ccc(C(F)(F)F)cc1	0.8
CCC(=O)N1CCCCN2[C@H](CO)[C@H](c3ccc(C#Cc4cccnc4)cc3)[C@@H]2C1	-0.9

Remaining list, next part:
structure	Mtb BioA inh
O=C(NC1Cc2ccccc2C1)[C@@H]1[C@@H](CO)[C@@H]2Cn3c(ccc(C4=CCCCC4)c3=O)[C@H]1N2	-0.4
C[C@@H]1CN([C@H](C)CO)C(=O)c2cc(N(C)C)ccc2O[C@@H](C)CCCCO[C@H]1CN(C)S(=O)(=O)c1cccs1	-1.8
O=C(NCC[C@H]1CC[C@@H](NC(=O)C2CCC2)[C@@H](CO)O1)Nc1ccc(Cl)cc1	3.5
CC(C)CC#Cc1ccc2c(c1)O[C@H](CN(C)Cc1cccc(F)c1)[C@H](C)CN([C@H](C)CO)S2(=O)=O	-0.3
CCS(=O)(=O)Nc1ccc2c(c1)C(=O)N(C)C[C@H](OC)[C@H](C)CN(C(C)=O)[C@H](C)CO2	0.8
O=C(Nc1ccc2c(c1)OCO2)N[C@@H]1CC[C@@H](CCNC(=O)C2CC2)O[C@H]1CO	0.6
C[C@@H]1CCCCO[C@@H](CN(C)C(=O)Nc2ccc(C(F)(F)F)cc2)[C@H](C)CN([C@H](C)CO)C(=O)c2cc(NS(=O)(=O)c3cn(C)cn3)ccc2O1	-1.1
Cc1ccc(S(=O)(=O)N(C)C[C@@H]2Oc3ccc(NC(=O)Cc4ccccc4)cc3C(=O)N([C@@H](C)CO)C[C@@H]2C)cc1	-2.7
COc1ccc(S(=O)(=O)Nc2ccc3c(c2)CC(=O)N([C@@H](C)CO)C[C@H](C)[C@@H](CN(C)C)O3)cc1	-4.8
Cn1cnc(CCNC(=O)[C@@H]2[C@@H](CO)[C@@H]3Cn4c(cccc4=O)[C@H]2N3C(=O)Nc2ccccc2)c1	1.1
CCCNC(=O)Nc1ccc2c(c1)OC[C@@H](C)N(CCC(F)(F)F)C[C@@H](C)[C@@H](OC)CN(C)C2=O	-0.1
Cc1noc(C)c1NC(=O)Nc1ccc2c(c1)C(=O)N([C@H](C)CO)C[C@H](C)[C@H](CN(C)Cc1ccc(Oc3ccccc3)cc1)O2	1.1
CCCNC(=O)N(C)C[C@H]1Oc2cc(C#Cc3cccc(F)c3)ccc2S(=O)(=O)N([C@H](C)CO)C[C@H]1C	0.3
COc1ccc(NC(=O)N(C)C[C@@H]2OCc3ccccc3-c3ccccc3C(=O)N([C@@H](C)CO)C[C@H]2C)c(OC)c1	-0.9
O=C(C[C@H]1CC[C@H]2[C@@H](COC[C@@H](O)CN2S(=O)(=O)c2cccc(Cl)c2)O1)Nc1ccc(-c2ccccc2)cc1	-0.3

Further records:
structure	Mtb BioA inh
CN1C(=O)c2cc(NC(=O)Cc3ccccc3)ccc2OC[C@@H]2O[C@H](CC(=O)NCC3CC3)CC[C@H]21	-2.5
CCC(=O)N1[C@H](C(=O)NC2CCC2)[C@@H](CO)[C@@H]2Cn3c(cccc3=O)[C@@H]21	-0.3
COc1ccc(S(=O)(=O)N2CC[C@@H]3[C@H](CO)N(C)c4ccc(-c5ccc(F)cc5)cc4[C@@H]32)cc1	3.1
C[C@@H]1CN([C@@H](C)CO)C(=O)c2cc(C#CC3CC3)cnc2O[C@@H]1CN(C)Cc1cccc(C(=O)O)c1	-0.2
CO[C@@H]1CN(C)C(=O)c2cc(NC(=O)C3CC3)ccc2OC[C@@H](C)N(Cc2cncnc2)C[C@@H]1C	-3.1
C[C@H]1CN([C@@H](C)CO)C(=O)c2cc(Br)cnc2O[C@@H]1CN(C)Cc1cccc(F)c1	8.2
O=C(c1ccc(F)cc1)N1[C@@H]2CNc3ccccc3[C@@H]2[C@@H]1CO	4.2
COc1ccc(NC(=O)Nc2cccc3c2O[C@@H](CN(C)Cc2ccc4c(c2)OCO4)[C@@H](C)CN([C@H](C)CO)C3=O)cc1	-2.8
COc1ccccc1NC(=O)N(C)C[C@H]1Oc2cc(Br)ccc2S(=O)(=O)N([C@@H](C)CO)C[C@@H]1C	3.9
CCC(=O)Nc1ccc2c(c1)C(=O)N(C)C[C@@H](OC)[C@@H](C)CN[C@@H](C)CO2	0.6
C[C@@H](NC(=O)[C@H]1N[C@H]2c3ccc(C4=CCCCC4)c(=O)n3C[C@H]2[C@@H]1CO)c1ccccc1	-0.8
O=C(C[C@H]1CC[C@H]2[C@@H](COC[C@@H](O)CN2Cc2cccc(-c3ccncc3)c2)O1)N1CCOCC1	0.1
O=C(CS)NCCCCCCNC(=O)[C@H]1C[C@H]2C(=O)NCC(=O)N2[C@H]1c1cccc(OCCO)c1	-1.6
Cc1noc(C)c1NC(=O)N(C)C[C@H]1Oc2ncc(C#CC3CC3)cc2C(=O)N([C@@H](C)CO)C[C@H]1C	-3.7
C[C@@H]1CN([C@@H](C)CO)C(=O)c2cc(C#Cc3ccncc3)cnc2O[C@@H]1CN(C)Cc1ccncc1	-1.9

(listing goes on)
structure	Mtb BioA inh
CO[C@H]1CN(C)C(=O)c2ccc(NC(=O)c3ccccc3)cc2OC[C@@H](C)NC[C@H]1C	-0.1
CN(C)C(=O)C[C@@H]1CC[C@H](NS(=O)(=O)c2ccccc2)[C@H](CO)O1	-0.8
C[C@@H]1CN([C@@H](C)CO)S(=O)(=O)c2ccc(/C=C/c3ccccc3)cc2O[C@@H]1CN(C)C(=O)c1ccncc1	-1.7
CCCC(=O)Nc1ccc2c(c1)OC[C@@H](C)N(C(=O)c1ccccn1)C[C@H](C)[C@@H](OC)CN(C)C2=O	-1.1
CN1C(=O)c2cc(NC(=O)Nc3ccccc3F)ccc2OC[C@H]2O[C@H](CC(=O)NCCc3ccncc3)CC[C@H]21	0.8
O=C(c1ccccc1F)N1C[C@H]2[C@@H](c3ccccc31)[C@H](CO)N2C(=O)Nc1ccccc1	0.8
C[C@H](CO)N1C[C@H](C)[C@H](CN(C)CC2CCCCC2)Oc2c(NC(=O)c3ccncc3)cccc2C1=O	0.2
COCC(=O)N1[C@@H]2CN(C(=O)Nc3cc(F)ccc3F)c3ccccc3[C@@H]2[C@@H]1CO	2.4
N#C[C@@H]1[C@H](c2ccc(-c3cccnc3)cc2)[C@H](CO)N1C(=O)C1CCOCC1	0.9
Cc1noc(C)c1S(=O)(=O)Nc1ccc2c(c1)C(=O)N([C@@H](C)CO)C[C@H](C)[C@H](CN(C)C(=O)NC1CCCCC1)O2	-1.7
C[C@@H]1CN([C@@H](C)CO)C(=O)c2cc(NC(=O)Nc3ccccc3)ccc2O[C@@H]1CN(C)C	1.1
CN1C(=O)c2cc(NC(=O)C3CCOCC3)ccc2OC[C@H]2O[C@H](CC(=O)NCc3ccccc3F)CC[C@H]21	0.2
Cc1ccc(S(=O)(=O)N(C)C[C@H]2OCCCC[C@@H](C)Oc3ccc(NC(=O)Nc4c(C)noc4C)cc3C(=O)N([C@@H](C)CO)C[C@@H]2C)cc1	-2.5
Cc1noc(C)c1S(=O)(=O)Nc1ccc2c(c1)C(=O)N([C@@H](C)CO)C[C@@H](C)[C@H](CN(C)C(=O)Nc1ccc3c(c1)OCO3)O2	0.5
O=C(Nc1cc(F)ccc1F)N[C@@H]1CC[C@@H](CCn2cc(C3CCCCC3)nn2)O[C@H]1CO	0.3

Other records follow:
structure	Mtb BioA inh
CN(C)Cc1cn(CC[C@H]2CC[C@@H](NC(=O)Nc3ccc4c(c3)OCO4)[C@@H](CO)O2)nn1	1.4
C[C@@H]1CN([C@H](C)CO)C(=O)Cc2cc(NC(=O)CCN3CCOCC3)ccc2O[C@@H]1CN(C)Cc1ccc2c(c1)OCO2	-0.2
C[C@@H]1CCCCO[C@H](CN(C)Cc2ccc(C(F)(F)F)cc2)[C@H](C)CN([C@@H](C)CO)C(=O)c2cc(NC(=O)Nc3ccc(F)cc3)ccc2O1	-4.6
COc1cccc(S(=O)(=O)Nc2ccc3c(c2)C(=O)N(C)[C@@H]2CC[C@H](CC(=O)O)O[C@H]2CO3)c1	0.7
C[C@H](CO)N1C[C@H](C)[C@H](CN(C)C(=O)Nc2ccccc2)OCCCC[C@H](C)Oc2ccc(NC(=O)Nc3cccc4ccccc34)cc2C1=O	1.0
N#Cc1cccc(-c2ccc([C@H]3[C@H]4CN(S(=O)(=O)c5ccccc5)CCCCN4[C@H]3CO)cc2)c1	4.9

Some of the entries so far, with each value named:
C[C@@H]1CN([C@H](C)CO)C(=O)Cc2cc(NC(=O)CCN3CCOCC3)ccc2O[C@@H]1CN(C)Cc1ccc2c(c1)OCO2
  Mtb BioA inh: -0.2

C[C@@H]1CCCCO[C@H](CN(C)Cc2ccc(C(F)(F)F)cc2)[C@H](C)CN([C@@H](C)CO)C(=O)c2cc(NC(=O)Nc3ccc(F)cc3)ccc2O1
  Mtb BioA inh: -4.6

COc1cccc(S(=O)(=O)Nc2ccc3c(c2)C(=O)N(C)[C@@H]2CC[C@H](CC(=O)O)O[C@H]2CO3)c1
  Mtb BioA inh: 0.7

C[C@H](CO)N1C[C@H](C)[C@H](CN(C)C(=O)Nc2ccccc2)OCCCC[C@H](C)Oc2ccc(NC(=O)Nc3cccc4ccccc34)cc2C1=O
  Mtb BioA inh: 1.0

Compound activity deposited in PubChem BioAssay by Broad Institute.
